Bioassay records deposited in PubChem BioAssay by several laboratories.
SRC2 inh = inhibits human steroid receptor coactivator 2; Q15596; HEK293 GAL4-SRC2 luciferase reporter, luminescence; inhibition, % at 9 µM; 0.17% of 370,000 active; AID 651957;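 active means inhibition above the mean inhibition of all tested compounds plus 3 SD, set per campaign, cut at about 52% in these data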;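 further: 0% = DMSO treated cells and 100% = cells given Gossypol at 36 µM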
NOD2 RIPK2 PPI = blocks binding of human NOD2 to RIPK2; 0.38% of 360,000 active; CHO BLA complementation NOD2-RIPK2, CCF4 ratio; inhibition, % at 4.98 µM; in the data active means inhibition above about 21%;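 further: 0% = vehicle only and 100% = reference blocker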
ABHD5 PLIN5 PPI = blocks binding of human ABHD5 to perilipin-5; inhibition, % at 4 µM; 0.78% of 360,000 active; Split G. princeps luciferase complementation, luminescence, 4 h;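 active means inhibition above the mean inhibition across every tested compound plus 3 SD, cut at about 22% in these data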;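 further: 0% = DMSO only wells and the 100% control is not disclosed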
NCOA3 inh = inhibits human SRC3 coactivator; inhibition, % at 3.6 µM; HEK293 GAL4-SRC3 luciferase reporter, luminescence; AID 588352; Q9Y6Q9; 0.17% of 360,000 active;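 active means inhibition above a per-campaign cutoff, the mean of all compounds plus 3 SD, cut at about 60% in these data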;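 further: 0% = DMSO-treated cells and 100% = gossypol-treated cells at 36 µM; higher means less SRC3-driven luciferase light from the GAL4 reporter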
TWEAK Fn14 block = blocks TWEAK-Fn14 interaction in a reporter cell assay; inhibition, % at 10 µM; TWEAK-stimulated Fn14 reporter cells, luciferase luminescence, 8 h; 2% of 360,000 active; AID 1159606; in the data active means inhibition above about 50%
NR5A2 inv ag = suppresses constitutive activity of human LRH-1. O00482. HEK293T StAR-luciferase reporter, LRH-1 transfected, 24 h. inhibition, % at 3.6 µM. 0.13% of 360,000 active. AID 602396;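 active means inhibition above the mean inhibition of all tested compounds plus 3 SD, cut at about 73% in these data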;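 further: 0% = DMSO wells and 100% = reporter-only cells lacking LRH-1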
NR2F2 inh = NR2F2 (human) inhibition, primary screen. P24468. HEK293T NGFI-A luciferase reporter, luminescence. inhibition, % at 8.6 µM. 0.7% of 370,000 active. AID 686940;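 active means inhibition above a per-plate cutoff, mean inhibition of test wells between control levels plus 3 SD, cut at about 38% in these data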;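 further: cells cotransfected with COUP-TFII expression vector driving the NGFI-A reporter; 0% = median of COUP-TF2 test wells and 100% = reporter-only cells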
SRC1 inh = inhibitors of human steroid receptor coactivator 1 (SRC1); HEK293 GAL4-SRC1 luciferase reporter, luminescence; inhibition, % at 3.6 µM; 0.12% of 360,000 active; AID 588354;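 active means inhibition above the campaign mean plus 3 SD, with each screening campaign given its own cutoff, cut at about 60% in these data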;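 further: 0% = DMSO treated cells and 100% = gossypol at 36 µM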
Exocytosis inh = lytic granule exocytosis inhibition; inhibition, % at 10 µM; TALL-104 LAMP-1 surface exposure, flow cytometry; cells stimulated with thapsigargin and PMA; AID 651702; 0.66% of 360,000 active;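 active means inhibition above about 55%, limit read from the data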
TLR9-MyD88 inh = blocks human TLR9 binding to MyD88; CHO BLA complementation TLR9-MyD88, CCF4 FRET ratio; inhibition, % at 4.98 µM; 0.21% of 340,000 active; AID 504734;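 active means inhibition above the mean over all tested compounds plus 3 SD, cut at about 21% in these data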;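 further: 0% = DMSO only wells and 100% = clavulanate BLA inhibitor control wells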
Target sequence (Q99836 whole entry, looked up): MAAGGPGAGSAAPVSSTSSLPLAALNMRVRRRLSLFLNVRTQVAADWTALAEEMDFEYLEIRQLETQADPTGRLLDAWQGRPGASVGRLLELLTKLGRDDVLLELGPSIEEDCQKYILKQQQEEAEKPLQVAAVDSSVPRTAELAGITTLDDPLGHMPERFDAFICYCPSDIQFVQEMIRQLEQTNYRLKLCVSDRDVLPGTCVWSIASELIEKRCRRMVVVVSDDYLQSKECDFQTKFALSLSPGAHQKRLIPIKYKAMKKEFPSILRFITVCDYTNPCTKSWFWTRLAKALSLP
Target sequence (Q9NR96 whole entry, looked up): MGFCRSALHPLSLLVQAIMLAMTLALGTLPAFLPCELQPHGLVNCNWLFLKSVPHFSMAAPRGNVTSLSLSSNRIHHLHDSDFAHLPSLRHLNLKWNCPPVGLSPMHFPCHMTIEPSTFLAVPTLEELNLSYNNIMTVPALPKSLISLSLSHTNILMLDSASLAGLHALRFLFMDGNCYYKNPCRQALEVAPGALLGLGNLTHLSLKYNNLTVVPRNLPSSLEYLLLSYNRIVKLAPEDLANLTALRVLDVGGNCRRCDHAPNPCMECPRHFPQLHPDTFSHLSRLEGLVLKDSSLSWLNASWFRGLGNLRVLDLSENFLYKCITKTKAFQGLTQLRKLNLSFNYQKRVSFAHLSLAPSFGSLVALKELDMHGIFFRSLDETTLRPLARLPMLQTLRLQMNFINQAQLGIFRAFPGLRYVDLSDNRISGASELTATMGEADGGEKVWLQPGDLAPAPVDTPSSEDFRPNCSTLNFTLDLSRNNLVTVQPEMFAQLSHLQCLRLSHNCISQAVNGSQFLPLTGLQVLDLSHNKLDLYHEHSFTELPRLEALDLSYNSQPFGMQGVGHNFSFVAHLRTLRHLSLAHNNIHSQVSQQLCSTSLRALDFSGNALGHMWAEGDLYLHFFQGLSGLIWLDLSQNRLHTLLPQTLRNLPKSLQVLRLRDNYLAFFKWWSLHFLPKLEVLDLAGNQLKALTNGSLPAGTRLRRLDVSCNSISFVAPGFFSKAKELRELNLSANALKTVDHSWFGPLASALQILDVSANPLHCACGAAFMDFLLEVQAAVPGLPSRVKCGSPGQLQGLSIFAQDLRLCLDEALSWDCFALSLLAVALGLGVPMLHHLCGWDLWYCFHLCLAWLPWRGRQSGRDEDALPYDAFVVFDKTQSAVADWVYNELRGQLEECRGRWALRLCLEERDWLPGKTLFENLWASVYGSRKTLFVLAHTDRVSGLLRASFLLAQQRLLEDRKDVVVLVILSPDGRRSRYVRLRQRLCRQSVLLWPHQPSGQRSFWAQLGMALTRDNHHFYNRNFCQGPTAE
TROY signal inh = TROY signaling inhibition; Q293 LMP1-TROYcd NF-kB luciferase reporter, 4 h; inhibition, % at 10 µM; 0.98% of 360,000 active;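 active means compounds whose plate-normalised and pattern-corrected inhibition of the luciferase reporter signal at the single screening dose is 50% or more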
An asterisk follows results filed as active; / = not tested or not shown. This is a subset; count on the stated rates, not on these rows.

A first look, two compounds:
SMILES | SRC2 inh | NOD2 RIPK2 PPI | ABHD5 PLIN5 PPI | NCOA3 inh | TWEAK Fn14 block | NR5A2 inv ag | NR2F2 inh | SRC1 inh | Exocytosis inh | TLR9-MyD88 inh | TROY signal inh
CSc1ccc(Cl)c(C(=O)NCCCn2ccnc2)c1 | 10 | -4 | 1 | -10 | -12 | -5 | 3 | -41 | -11 | -3 | 0
Cc1ccc(C(C)C)cc1OCC(=O)NCCCn1ccnc1 | -19 | 2 | -4 | 0 | -18 | -9 | 13 | 17 | -2 | -15 | 1

The whole of this part, repeating the preview:
SMILES | SRC2 inh | NOD2 RIPK2 PPI | ABHD5 PLIN5 PPI | NCOA3 inh | TWEAK Fn14 block | NR5A2 inv ag | NR2F2 inh | SRC1 inh | Exocytosis inh | TLR9-MyD88 inh | TROY signal inh
CSc1ccc(Cl)c(C(=O)NCCCn2ccnc2)c1 | 10 | -4 | 1 | -10 | -12 | -5 | 3 | -41 | -11 | -3 | 0
Cc1ccc(C(C)C)cc1OCC(=O)NCCCn1ccnc1 | -19 | 2 | -4 | 0 | -18 | -9 | 13 | 17 | -2 | -15 | 1
CCN(CC(=O)Nc1ccc(NC(C)=O)cc1)C(=O)C1CC(=O)N(CCc2ccc(OC)c(OC)c2)C1 (stereo not given) | -1 | -6 | 1 | 0 | 2 | 11 | 9 | -11 | 2 | -2 | -7
CCOc1cc(C(=O)NCc2ccc(F)cc2)ccc1OCC(=O)N1CCCCC1 | 4 | 4 | 3 | 17 | -10 | 23 | -9 | -8 | -1 | -9 | 2
COCC(=O)OCc1cc2cccc(C)c2[nH]c1=O | -20 | 3 | -4 | 21 | 5 | 13 | -12 | 11 | -3 | 3 | 17
COc1ccc(S(=O)(=O)N2CCCCCC2)cc1C(=O)NCc1ccc(C)cc1 | 9 | -1 | 8 | -9 | -4 | 7 | -9 | -7 | -2 | 5 | 11
Nc1c(C(=O)N2CCCC2)sc2nc3c(cc12)CCCCCC3 | -3 | 1 | -7 | -87 | 3 | -99 | -11 | -67 | 0 | 3 | 14
COc1ccc(/C=N/N2C(C)CCCC2C)cc1O (stereo not given) | -25 | 2 | 0 | -3 | 12 | 3 | 18 | -11 | -2 | 7 | -4
Cc1cccc(C)c1NC(=O)CSc1n[nH]c(=O)n1C1CC1 | -3 | 5 | 4 | 16 | -6 | 10 | 6 | -1 | 19 | -10 | -13
CC(NC(=O)c1c(O)c2ccccc2n(C)c1=O)c1ccccc1 (stereo not given) | -42 | 5 | 0 | -30 | -8 | -9 | -1 | -45 | -2 | 2 | -21
O=c1cc(-c2ccc(OCc3ccccc3)cc2)oc2cc(OCc3ccccc3)cc(OCc3ccccc3)c12 | -2 | 4 | 5 | -16 | -14 | -13 | 0 | -8 | -1 | -10 | -4
COc1ccc(Nc2cccc(Cl)c2)c(C(=O)O)c1 | -33 | -6 | 1 | 13 | -48 | -10 | -8 | -1 | -1 | -2 | -6
CC(C)(C)Cc1c(-c2cccc(Cl)c2)nc2ccc(Br)cn12 | -26 | -4 | -5 | -9 | -10 | -34 | -16 | -15 | 1 | / | -27
CC(=O)Nc1nnc(-c2ccc(Cl)s2)o1 | -49 | -7 | -2 | -17 | -13 | -1 | -27 | 5 | -2 | 9 | -9
CC(=O)Nc1sc2c(c1C#N)CCN(Cc1ccccc1)C2 | -17 | -2 | 1 | 7 | -5 | 3 | -10 | 3 | 3 | 6 | -1
CC(C)(C)NC(=S)NCc1ccc2c(c1)OCO2 | 4 | -10 | 1 | 8 | 1 | 8 | 0 | -11 | -9 | -6 | -1
CCOc1ccc(NC(=O)C2CCCN(S(=O)(=O)c3cccc4nsnc34)C2)cc1 (stereo not given) | -5 | -11 | -4 | -6 | 4 | 3 | -9 | 7 | -4 | -5 | 13
CN(C)S(=O)(=O)c1ccc(Cl)c(NC(=O)CN2CCCC2)c1 | -6 | -11 | 2 | 22 | 15 | 0 | 12 | -14 | -17 | 0 | -5
CCOC(=O)N1CCN(C(=O)COC(=O)CNC(=O)c2ccc(C)cc2)CC1 | -15 | 3 | -1 | 20 | 9 | -4 | 10 | -10 | -6 | 12 | -13
O=C(CCc1nnc(CCCCc2ccccc2)o1)N1CCCC(O)C1 (stereo not given) | -13 | -2 | -8 | 12 | -9 | -16 | -6 | -3 | -6 | 2 | -3
CC(C)c1c(O)nc(SCCN(C)C)[nH]c1=O | 13 | -9 | -1 | -4 | 8 | 13 | -8 | -6 | 4 | 7 | -1
COc1ccccc1-c1cccc([C@@H]2C[C@H]3[C@@H](CN2)CON3C)c1 | 3 | 1 | -4 | -13 | -3 | 19 | -8 | -5 | 2 | 5 | 1
NC(=O)CC(NC(=S)NCc1ccccc1)C(=O)O (stereo not given) | -14 | -2 | -2 | 6 | 1 | -4 | -1 | -3 | -2 | -4 | -5
CC1CCCC(NC(=O)CSc2nncs2)C1C (stereo not given) | 13 | -1 | -4 | -22 | -10 | 13 | -4 | -11 | -2 | -1 | 6
FC(F)(F)c1cccc(NC(=S)NNC(=S)NCc2ccccc2)c1 | -62 | 3 | -32 | 2 | -57 | 9 | -20 | -4 | 4 | -9 | -20
N=c1oc2ccccc2cc1C(=O)Nc1ccccc1 | -99 | 14 | -2 | -107 | 78* | -104 | -59 | -115 | -2 | 1 | -72
O=C(NCCNS(=O)(=O)c1ccccc1)c1cc(OCC(F)(F)F)ccc1OCC(F)(F)F | -19 | -22 | 2 | 6 | -1 | 19 | -2 | -4 | 0 | 4 | -2
S=C(NC1CCCC1)NC1CC1 | 20 | -15 | 5 | -3 | 7 | -2 | -6 | -21 | -1 | 12 | 1
CC(C)(C)C(=O)NC1(C(F)(F)F)N=C2SCCN2C1=O (stereo not given) | 2 | 5 | -15 | 15 | 2 | 23 | 5 | -4 | -1 | 0 | 2
COC(=O)c1ccccc1S(=O)(=O)N1CCC(C(=O)N(C)CCOc2ccccc2)CC1 | -21 | -10 | -10 | -3 | -2 | -9 | 9 | 3 | -3 | -5 | -5
Oc1ccc(Br)cc1-c1ccn[nH]1 | -35 | -10 | 2 | 10 | 25 | -20 | -9 | -6 | 3 | 8 | -42
CN1/C(=C/C=N/NC(=O)c2ccc([N+](=O)[O-])cc2)C(C)(C)c2ccccc21 | 7 | -6 | -1 | 2 | -2 | -29 | -19 | 1 | 0 | 0 | 2
C#CCOCCOCCOCCNc1nc(N2CCN(C(=O)C([C@@H](C)O)n3cc([C@@H](N)CCCCN)nn3)CC2)nc(N2CCN(C(=O)[C@H](CCC(=O)O)n3cc([C@@H](N)[C@H](C)CC)nn3)CC2)n1 (stereo not given in full) | -7 | 4 | 7 | -4 | -6 | -13 | -7 | 5 | -3 | -4 | 7
CCN(CC(=O)Nc1ccc(NC(C)=O)cc1)C(=O)CCCN1C(=O)c2ccccc2C1=O | 7 | -2 | 1 | 3 | 1 | -1 | -11 | -7 | 1 | -6 | 13
Cc1cccnc1NC(=O)Nc1cccc2ccccc12 | -2 | -4 | 5 | -11 | 56* | -19 | 5 | 3 | -1 | -7 | 66*
NC(=O)c1nsc(C(=O)N(c2cccc(F)c2)C(C(=O)NCC2CCCO2)c2ccc3ncccc3c2)c1N (stereo not given) | 5 | -2 | 0 | 13 | 27 | 7 | -6 | -43 | 0 | -2 | 9
CC1CN(C(=O)c2ccc(C(=O)c3ccccc3)cc2)CC(C)O1 (stereo not given) | 10 | -5 | 3 | -1 | -5 | 13 | 1 | 3 | 0 | 6 | -1
CSCCC(NC(=O)c1cccc(S(=O)(=O)N2CCOCC2)c1)C(=O)Nc1cccc(C)c1 (stereo not given) | 19 | 3 | 0 | 10 | 5 | -15 | -21 | 2 | -3 | -6 | -1
COc1cc(CNCc2ccccc2C(F)(F)F)cc(OC)c1 | -24 | -9 | 4 | 1 | -16 | 8 | -2 | 3 | -2 | 6 | 17
CC(=O)C1=CCC(c2cccs2)N(S(=O)(=O)c2ccc(C)cc2)C1 (stereo not given) | 10 | 1 | -7 | 18 | 8 | -5 | 24 | -1 | 1 | / | 18
Cc1ccc(Cc2c(-c3ccco3)nc3ccc(Br)cn23)cc1 | -17 | 5 | 58* | -45 | 47 | 1 | -31 | -50 | 33 | / | -11
COC(=O)C1=CN(c2ccc(C(C)(C)C)cc2)C(N)=C(C#N)C1c1cccc([N+](=O)[O-])c1 (stereo not given) | -49 | 6 | -7 | / | / | -62 | -16 | / | 0 | / | /
COc1ccc(NC(=O)c2ccc(Oc3ncccn3)cc2)cc1 | -22 | 0 | 16 | -16 | 1 | -56 | -40 | -20 | 2 | -4 | -46
COc1ccc(NC(=O)CCCC(=O)c2ccccc2)cc1OC | -7 | -10 | 1 | 3 | -27 | 3 | 1 | 1 | 0 | -5 | -24
CCc1nn2c(=O)c(S(=O)(=O)Nc3ccc(Cl)cc3)c(C)nc2s1 | -23 | -8 | 2 | 1 | 13 | -5 | 1 | -18 | 1 | -5 | -4
O=C(NCCc1cccc(Cl)c1)c1ccc2c(c1)OCO2 | -55 | -7 | -4 | -79 | 42 | -122 | -8 | -135 | -3 | -12 | 13
COc1ccccc1N1CCN(C2CCN(C(=O)COc3cccc(C)c3)CC2)CC1 | 0 | -6 | -7 | 28 | -6 | -8 | -9 | 13 | 0 | 7 | 5
CSC(=NC#N)N1CCN(c2ccccc2)CC1 | -27 | -1 | -2 | -8 | 6 | 2 | -13 | -10 | 2 | -4 | -23
COc1cc(CCC(=O)OCC(=O)Nc2nc(C)c(Cl)cc2Cl)cc(OC)c1OC | 7 | 1 | 3 | 12 | -8 | 16 | -9 | -4 | -4 | -12 | -8
O=C(Nc1nc2cc3c(cc2s1)OCO3)C1CCCCC1 | -33 | -2 | -9 | -114 | 21 | -132 | -30 | -66 | -3 | -12 | -23
CCCCn1nnnc1C(c1ccccc1)N1CCN(C(=O)C2CCCO2)CC1 (stereo not given) | -9 | -11 | -2 | / | 1 | 1 | -7 | / | -9 | / | 9
CC(C)(C)c1ccc(C(=O)NNC(=O)C2CCCCC2)cc1 | 10 | -4 | 2 | -24 | -33 | -21 | -16 | -6 | -2 | -7 | -49
CCN(Cc1ccccc1)N=Nc1ccccc1 | -25 | -7 | 0 | 16 | -11 | 0 | -4 | -1 | -4 | -4 | -21
CCN(CC)S(=O)(=O)c1cc(C(=O)Nc2nncs2)c(Cl)cc1Cl | -1 | -4 | -4 | 13 | 0 | -7 | -8 | 2 | 0 | -11 | 20
Cc1ccc(Cl)cc1N1CCN(CC(O)COC(C)C)CC1 (stereo not given) | 20 | 10 | -4 | 24 | 4 | 10 | 5 | -32 | 0 | -5 | 26
Cn1c(CCNC(=O)c2ccco2)nc2cc(NC(=O)c3ccco3)ccc21 | -22 | -6 | -3 | -34 | 2 | -52 | -14 | -59 | 4 | -7 | -50
O=C(CNC(=S)NC(=O)c1ccc(Cl)cc1)c1ccccc1 | 18 | -6 | -6 | 4 | -22 | -1 | -17 | -19 | -6 | 3 | -31
N#CC1=C(N)C(C#N)(C#N)C(c2ccc[nH]2)C2CCCC=C12 (stereo not given) | -38 | -6 | 6 | -16 | -10 | 7 | -4 | 0 | 3 | 0 | -23
